PAFAH1B2 FP inh: inhibitors of human PAFAH1B2; P68402; recombinant PAFAH1B2, FP-rhodamine activity probe, fluorescence polarization; inhibition, % at 3.39 µM; actives 1.2% (n = 340,000);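 active = inhibition above the mean of all tested compounds plus 3 SD, cut at about 24% in these data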;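 note: 0% = enzyme with DMSO and 100% = wells lacking PAFAH1B2; many of its hits are not listed in these tables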
pPAFAH inh: inhibitors of human plasma PAF acetylhydrolase (pPAFAH) | recombinant pPAFAH, FP-rhodamine probe fluorescence polarization | inhibition, % at 3.39 µM | actives 1.5% (n = 330,000) | AID 463082;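 active = inhibition above the mean inhibition across the screen plus 3 SD, cut at about 25% in these data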;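 note: inhibitors block binding of the rhodamine activity-based probe so polarization drops; 0% = enzyme with DMSO and 100% = wells lacking pPAFAH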
PREPL inhibitor: inhibitors of human prolyl oligopeptidase-like enzyme PREPL; actives 0.68% (n = 320,000); recombinant PREPL, fluorescence polarization activity-based probe; inhibition, % at 5.96 µM; Q4J6C6; in the data active = inhibition above about 43%;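 note: 0% = enzyme with DMSO and 100% = wells lacking enzyme; many of its hits are not listed in these tables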
Target sequence (Q4J6C6 whole entry, looked up): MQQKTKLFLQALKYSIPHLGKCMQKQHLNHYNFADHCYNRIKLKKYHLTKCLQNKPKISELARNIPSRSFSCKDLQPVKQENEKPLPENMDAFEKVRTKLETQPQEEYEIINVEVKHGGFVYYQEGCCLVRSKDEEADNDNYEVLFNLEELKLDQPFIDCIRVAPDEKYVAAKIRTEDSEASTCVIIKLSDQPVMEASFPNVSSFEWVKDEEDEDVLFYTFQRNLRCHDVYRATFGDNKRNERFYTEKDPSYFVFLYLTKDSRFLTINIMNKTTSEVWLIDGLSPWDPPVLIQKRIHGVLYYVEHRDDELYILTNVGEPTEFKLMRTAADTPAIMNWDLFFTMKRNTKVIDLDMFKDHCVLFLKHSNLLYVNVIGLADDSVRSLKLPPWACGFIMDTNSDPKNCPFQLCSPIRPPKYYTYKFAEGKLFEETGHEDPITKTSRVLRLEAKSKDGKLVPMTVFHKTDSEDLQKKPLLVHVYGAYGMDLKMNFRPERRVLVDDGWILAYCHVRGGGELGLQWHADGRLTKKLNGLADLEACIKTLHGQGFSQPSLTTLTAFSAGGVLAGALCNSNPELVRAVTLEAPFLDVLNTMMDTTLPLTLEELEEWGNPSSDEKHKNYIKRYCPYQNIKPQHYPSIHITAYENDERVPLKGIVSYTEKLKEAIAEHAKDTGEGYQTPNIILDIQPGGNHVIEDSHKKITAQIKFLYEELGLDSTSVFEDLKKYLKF
LYPLA2 counter: blocks human lysophospholipase 2, a PME1 counter-screen; AID 2177; recombinant LYPLA2, FP-Rh probe fluorescence polarization; actives 0.38% (n = 320,000); inhibition, % at 5.9 µM;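 active = inhibition above the screen-wide mean plus 3 SD, limit set per campaign, cut at about 26% in these data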;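 note: 0% = LYPLA2 with DMSO and 100% = wells lacking LYPLA2 enzyme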
GSTO1 inh: blocks human GSTO1 in RBBP9 counter-screen; recombinant GSTO1, activity-based probe fluorescence polarization; inhibition, % at 5.96 µM; actives 1.1% (n = 300,000); AID 1974;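 active = inhibition above the campaign mean inhibition plus 3 SD, cut at about 35% in these data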;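 note: 0% = GSTO1-1 with DMSO and 100% = wells lacking GSTO1-1 enzyme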
Target sequence (P78417 whole entry, looked up): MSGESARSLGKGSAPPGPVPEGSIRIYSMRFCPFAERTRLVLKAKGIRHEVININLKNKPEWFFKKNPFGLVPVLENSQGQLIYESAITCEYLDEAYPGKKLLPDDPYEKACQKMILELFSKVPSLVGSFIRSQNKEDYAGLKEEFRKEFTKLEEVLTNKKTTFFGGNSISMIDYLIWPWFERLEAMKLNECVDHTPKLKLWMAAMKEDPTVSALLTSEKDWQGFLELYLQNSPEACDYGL
PAD4 FP inh: PAD4 (human) enzyme inhibition. recombinant PAD4, RCA probe fluorescence polarization. actives 0.41% (n = 330,000). Q9UM07. inhibition, % at 6.36 µM;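 active = percent inhibition above a cutoff equal to the mean of all tested compounds plus 3 SD, cut at about 15% in these data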;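 note: 0% = PAD4 with RCA probe and DMSO and 100% = probe without PAD4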
PME-1 primary: blocks human protein phosphatase methylesterase 1; recombinant PME-1, FP-Rh probe fluorescence polarization; inhibition, % at 5.9 µM; actives 0.53% (n = 320,000);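 active = inhibition above the campaign mean of all compounds plus 3 SD, cut at about 26% in these data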;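 note: competitive labeling of PME-1 active site by serine hydrolase directed probe; 0% = PME-1 with DMSO and 100% = wells lacking PME-1 enzyme; inhibitors block probe labeling so polarization falls and inhibition rises; many of its hits are not listed in these tables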
PAFAH1B3 inh: blocks human PAF acetylhydrolase 1B catalytic subunit 3 | Q15102 | inhibition, % at 3.39 µM | recombinant PAFAH1B3, FP-rhodamine probe, fluorescence polarization | actives 0.28% (n = 340,000);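 active = inhibition above the screen-wide average of all tested compounds plus 3 SD, cut at about 25% in these data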;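 note: 0% = enzyme with DMSO only and 100% = wells lacking PAFAH1B3 protein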
LYPLA1 inh: blocks human lysophospholipase 1, a PME1 counter-screen. O75608. recombinant LYPLA1, FP-Rh probe fluorescence polarization. inhibition, % at 5.9 µM. actives 0.16% (n = 320,000);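 active = inhibition above the mean of all tested compounds plus 3 SD, set per campaign, cut at about 14% in these data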;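 note: inhibitors block serine hydrolase probe labeling of LYPLA1 so polarization falls; 0% = enzyme with DMSO and 100% = wells lacking LYPLA1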
* marks the source's active call; other numbers are inactive results; · = not tested or not shown.

Compound,PAFAH1B2 FP inh,pPAFAH inh,PREPL inhibitor,LYPLA2 counter,GSTO1 inh,PAD4 FP inh,PME-1 primary,PAFAH1B3 inh,LYPLA1 inh
N#Cc1cc(C(=O)c2cc(Br)ccc2O)cn(C2CC2)c1=O,-3.0,-3.9,28.5,-5.9,8.8,-13.1,-12.4,-0.7,-7.1
COc1ccc2nc3oc(C(=O)N4CCN(c5cccc(Cl)c5)CC4)cc3cc2c1,3.0,4.6,-6.8,3.7,2.6,4.1,2.5,-4.5,3.1
O=C(COc1cccnc1[N+](=O)[O-])Nc1c(Cl)cccc1Cl,2.6,4.9,5.3,·,·,-1.2,·,-3.4,·
CCC(C)NC(=O)c1cc(-c2cccs2)nc2ccccc12 (centres undefined),-0.9,-1.4,10.6,-13.6,2.6,2.6,1.6,6.6,-4.7
CCN1CCc2c(OCc3ccc(C(=O)OC)o3)cccc2C1=O,5.9,0.5,0.9,2.2,3.0,2.2,2.8,2.6,0.9
Cc1ccnc(NC(=O)CSc2nnc3c(n2)[nH]c2ccccc23)c1,·,3.4,2.1,0.9,-0.8,3.8,-12.2,·,-4.0
Cc1n[nH]c(=S)n(NC(=O)CC(=O)Nn2c(=S)[nH]nc(C)c2=O)c1=O,3.3,10.2,1.1,-3.2,-44.1,-0.2,-4.0,9.1,-1.3
COc1ccccc1-c1nc(C#N)c(N2CCC(C(N)=O)CC2)o1,4.8,1.4,13.1,-0.4,0.5,2.6,-1.4,1.5,-2.0
Cc1nn(C)c(-c2n[nH]c(=S)n2Cc2ccco2)c1Cl,-1.5,-5.1,6.1,-3.0,0.0,1.6,-0.8,3.5,4.4
CCCCn1c(N)c(N(CCOC)C(=O)CSc2nnc(-c3ccncc3)n2CCC)c(=O)[nH]c1=O,1.8,0.5,-3.5,-0.6,-0.6,-0.4,-5.1,8.7,-3.4
COc1cccc(N2C(=NC(=O)C3CCCO3)SC3CS(=O)(=O)CC32)c1 (centres undefined),7.9,1.6,15.9,1.0,6.3,-1.0,-3.8,11.4,1.3
CCCCCCCc1n[nH]c(=S)n1Cc1ccccc1,17.1,4.6,5.0,0.9,-1.4,2.6,-5.4,5.3,-2.0
O=C(CCC(=O)Nc1ccc(F)cc1)N/N=C/c1ccc(O)cc1,1.7,-1.5,17.9,-0.7,4.7,-4.4,-1.6,9.3,0.4
CCOC(=O)c1ccccc1NC1OC(=O)c2ccccc21 (centres undefined),1.9,3.9,6.5,-1.6,0.0,-2.4,3.9,10.0,-5.2
O=C(CSc1nnnn1-c1ccccc1)Nc1ccc(N2CCOCC2)cc1,-0.6,1.8,4.4,7.4,7.8,-1.6,-0.3,-8.3,-0.8
CCOC(=O)C1CCN(C(=O)c2ccc(Br)o2)CC1,8.1,2.3,-19.4,4.5,-1.6,-0.4,-4.2,10.2,-1.1
CN(C)C=Nc1nc2ccccc2nc1N1CCCC1,4.0,5.6,7.8,2.0,19.2,6.7,-16.6,7.2,-1.3
O=c1[nH]cnc2sc(-c3ccccc3)cc12,7.1,2.3,-3.9,6.0,7.9,-0.1,1.9,8.7,5.6
CCCCN(C)CCCNC(=O)C1CC(=O)N(Cc2ccc(OC)cc2)C1 (centres undefined),1.8,0.5,13.3,-5.6,-3.8,-5.6,-0.5,-1.0,-0.1
O=c1cc2c(nn1Cc1cccc(Cl)c1)-c1ccccc1CC2,3.5,23.1,-22.3,5.4,1.5,6.7,14.4,0.2,-0.1
Cc1cc(=O)oc2cc(OCCSc3nnc(-c4ccccc4)o3)ccc12,3.6,-0.5,-3.5,6.6,15.2,-1.4,-3.4,7.6,1.3
CC1CCC(NC(=O)C2CCN(C(=O)Nc3ccccc3)CC2)CC1 (centres undefined),7.6,-1.9,-0.6,2.2,·,-7.3,-0.8,3.5,-1.3
CCOc1ccc(-c2nnc(NC(=O)CCCOc3cccc(C)c3)o2)cc1,3.3,3.0,14.2,-3.2,13.4,-3.2,-3.2,2.6,-1.7
CCOC(=O)CCC(NC(=O)c1ccc(NCN2C(=O)c3ccccc3C2=O)cc1)C(=O)OCC (centres undefined),-1.4,0.8,-7.4,2.1,-5.9,-1.3,3.0,-0.4,-2.0
O=C(O)CSc1nc2ccccc2n1C1CCCCC1,5.2,17.0,-2.9,-1.8,3.3,-3.2,-4.0,4.1,-0.7
CS(=O)(=O)c1ccc(-c2nnc(NC(=O)c3ccc(S(=O)(=O)N4CCCC4)cc3)o2)cc1,-0.5,3.2,7.2,-4.4,5.1,3.4,0.4,3.8,-1.9
Cn1c(SCC2CCCCC2)nnc1-c1ccncc1,4.2,1.6,-16.5,-4.8,4.1,-1.6,0.2,3.5,-1.6
COc1ccc(C(=O)Nn2c(SCC(=O)c3ccccc3)nc3ccccc3c2=O)cc1,0.1,5.7,3.3,1.7,8.4,1.9,-0.8,1.7,0.4
Cc1cc(C)n(CC(=O)NNC(=O)C2CC(=O)N(Cc3ccccc3Cl)C2)n1 (centres undefined),-0.2,0.8,-0.2,2.8,1.4,-3.7,-1.4,-2.1,1.5
O=S(=O)(c1ccc(Cl)cc1)c1nc(-c2ccco2)oc1N1CCCCC1,-1.0,-3.3,13.7,-2.1,-1.8,3.5,3.5,11.2,1.7
O=C(Cn1cnc2c(cnn2-c2ccccc2)c1=O)OCc1ccccc1,2.0,0.3,3.4,-3.7,-4.3,1.2,-5.4,6.6,-2.7
C=CCOc1c(CNc2ccc(S(N)(=O)=O)cc2)cccc1OC,5.6,3.9,-1.6,5.3,-4.0,-3.5,-0.6,-0.9,4.2
CN(CCOc1ccc(Cl)cc1)C(=O)C1=CC=CN2CCS(=O)(=O)N=C12,8.6,-1.6,-1.6,·,·,-1.1,·,5.6,·
C=CCn1c(C(C)NC(=O)c2ccccc2)n[nH]c1=S (centres undefined),-1.6,-1.5,2.3,1.9,9.2,6.5,-0.7,1.2,0.0
Cc1cccc(NC(=O)CN2CCN(C(=O)c3c(C)nn(Cc4ccccc4)c3C)CC2)c1C,5.6,0.1,8.1,5.7,·,0.4,-0.2,5.4,-0.7
Cc1ccc(NC(=O)/C(C#N)=C/c2ccsc2)c(C)c1,-0.7,3.1,2.1,3.2,-0.1,0.2,-0.1,1.6,3.0
CC1(c2ccc([N+](=O)[O-])cc2)NC(=O)N(CC(=O)Nc2cccnc2Cl)C1=O (centres undefined),4.0,-1.1,-14.5,2.9,-2.9,4.9,4.6,-1.5,1.4
Cc1cc2c(C)cc(=O)oc2c2c1NCCC2,6.7,3.3,1.3,5.5,1.1,3.9,8.4,5.6,-0.4
COc1ccc(-n2cnnc2SCC(=O)Nc2cccc(S(N)(=O)=O)c2)cc1,0.8,3.8,-12.4,1.2,9.2,-2.9,-5.0,16.4,-0.7
COC1=CC(=O)C[C@@H](C)[C@]12Oc1c(Cl)c(OC)cc(OC)c1C2=O,-2.2,1.3,-12.7,0.5,7.5,-2.4,0.0,16.0,-1.0
Cc1cc(OCC(=O)N(Cc2ccco2)c2c(N)n(Cc3ccccc3)c(=O)[nH]c2=O)ccc1Cl,-0.3,2.1,3.6,-4.3,·,-2.8,-16.6,-6.4,-2.8
C#CCOCCOCCOCCNc1nc(N2CCOCC2)nc(N2CCN(C(=O)[C@H](Cc3ccc(O)cc3)n3cc([C@@H](N)CC(C)C)nn3)CC2)n1,-6.3,1.5,-3.9,5.3,0.8,-0.1,0.9,-3.1,1.2
COc1cccc(OCC(Cn2cnc3ccccc32)OC(C)=O)c1 (centres undefined),0.5,-3.3,-8.6,-1.5,0.0,-3.5,-6.5,7.2,-2.7
COc1ccc(CCn2c(=N)c(C(=O)NC3CCCC3)cc3c(=O)n4cccc(C)c4nc32)cc1,3.0,-1.4,25.0,2.9,-0.4,-2.1,0.2,0.5,0.3
CNCCC(Oc1ccccc1OC)c1ccccc1 (centres undefined),8.4,-1.6,26.5,0.1,5.4,-2.8,-4.4,6.6,0.8
CN(C)C(=O)c1cc(C(=O)c2ccc(F)cc2F)c[nH]1,8.3,1.0,1.0,-9.1,0.2,-1.9,0.0,0.2,2.4
CCOC(=O)CCN1C(=O)c2ccccc2Sc2ncccc21,-7.6,6.3,-8.3,-6.0,-0.2,-0.1,5.3,7.0,-2.0
CC(=O)NS(=O)(=O)c1ccc(NC(=O)c2cccc(S(=O)(=O)N3CCc4ccccc43)c2)cc1,3.2,-1.8,-0.7,-0.6,-5.9,2.8,-1.7,7.9,-4.9
Cc1cccc(NC(=O)C2CCC(CNC(=O)[C@@H]3Cc4ccccc4CN3)CC2)c1 (some centres undefined),10.4,1.6,3.2,6.5,10.4,-1.2,-3.3,1.2,-3.7
COCCCNC(=O)COc1ccc2oc3c(c2c1)CCCC3,0.3,3.9,10.4,-4.6,1.8,1.8,-1.5,-0.9,1.7
O=C(NNS(=O)(=O)c1cc(Cl)cc(Cl)c1)c1sccc1-n1cccc1,11.7,7.4,13.0,2.3,10.7,-6.9,0.9,-5.6,1.9
Cc1ccnc(NC(=O)c2ccc(Cl)c(NC(=O)c3ccccc3C)c2)c1,2.3,-3.2,-0.9,-4.8,-0.6,5.9,-1.3,11.8,1.7
O=C(Nc1ccccc1C(=O)N1CCOCC1)c1ccco1,3.3,1.7,3.4,3.6,-8.4,-1.5,2.1,2.1,-0.6
COc1ccccc1-n1c(SCC(=O)Nc2ccc(NC(C)=O)cc2)nc2c([nH]c3ccccc32)c1=O,0.8,-1.3,4.6,-40.7,5.1,7.2,-50.7,-0.1,-14.6
NNc1ccc(Cc2ccc(Cl)cc2Cl)nn1,6.6,5.3,18.3,11.8,7.0,-3.1,-1.1,1.8,-0.7
CCCn1nnc(NC(=O)c2ccc(-c3ccccc3)cc2)n1,3.5,7.2,15.7,-1.8,-3.0,-1.2,-1.9,2.8,-4.1
COc1ccc(OC)c(NC(=O)CS(=O)(=O)Cc2nc(-c3ccccc3C)oc2C)c1,-0.7,9.8,22.9,2.7,3.4,1.4,12.2,-1.7,-0.8
COc1cccc(-c2cc(C(=O)N3CCCCC3C)no2)c1 (centres undefined),1.6,7.0,5.1,1.0,0.9,-2.4,4.0,-1.4,1.1
CC(=O)Nc1ccc(SC[C@H](Cc2ccccc2)N2CC[C@@H](C)CCC2=O)cc1,5.2,2.1,-10.1,5.0,·,0.5,-0.7,13.9,4.0
Cc1ccc(C(=O)Oc2cc(C)[nH]c(=O)c2[N+](=O)[O-])cc1,0.8,29.2*,-0.7,-4.4,-3.9,-2.3,-2.1,6.2,-0.8

Other results:
Compound,PAFAH1B2 FP inh,pPAFAH inh,PREPL inhibitor,LYPLA2 counter,GSTO1 inh,PAD4 FP inh,PME-1 primary,PAFAH1B3 inh,LYPLA1 inh
Cc1cccc(NC(=S)NC(=O)c2oc3ccccc3c2C)n1,-2.5,-1.3,12.8,5.5,-2.1,3.0,-3.3,1.5,3.0
CC(C)CCNC(=O)CCS(=O)(=O)c1cccc2nonc12,-3.4,0.6,-0.9,-1.5,8.3,-2.7,-0.2,-3.0,-2.0
COC(=O)[C@H](Cc1c[nH]c2ccccc12)NC(=O)Nc1ccccc1OC,5.3,-0.8,6.1,0.0,6.6,-6.0,-1.3,1.8,-2.6
COc1ccc(C(=O)Nc2ccc(SC(F)F)cc2)cc1,-0.2,0.6,14.8,9.2,1.0,13.0,-3.0,0.0,0.2
Oc1ccc(-c2onc3ccc(Cl)cc23)cc1,3.7,-2.8,15.0,5.1,-4.8,-4.0,-0.9,4.8,4.3

These rows are one share of the data; the hit share may differ from the screen's.
